esBAF inh = inhibitors of esBAF chromatin remodeling in mouse ES cells. Bmi1-luciferase knock-in reporter, 24 h; 100% = twice the neutral-well signal. reporter increase, % at 12.5 µM. 350,000 compounds, 2% hits. AID 602393; in the data active = activation above about 40%;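 also: 0% = median of the plate's neutral control wells and 100% = double that signal; a rise in the Bmi1 reporter signal indicates esBAF inhibition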
RAD54 branch = blocks human RAD54 Holliday junction branch migration. inhibition, % at 10.4 µM. Q92698. AID 602329. FAM/BHQ fluorescence. 360,000 compounds, 0.14% hits;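 active = mean normalized replicate activity at least 40 and at least half of replicates scoring 40 or more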;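 also: 0% = median of neutral control wells and 100% = median of positive control wells; inhibitors cause a drop in the FAM fluorescence signal; in these data hits start at about 50%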
Target sequence (Q92698 whole entry, looked up): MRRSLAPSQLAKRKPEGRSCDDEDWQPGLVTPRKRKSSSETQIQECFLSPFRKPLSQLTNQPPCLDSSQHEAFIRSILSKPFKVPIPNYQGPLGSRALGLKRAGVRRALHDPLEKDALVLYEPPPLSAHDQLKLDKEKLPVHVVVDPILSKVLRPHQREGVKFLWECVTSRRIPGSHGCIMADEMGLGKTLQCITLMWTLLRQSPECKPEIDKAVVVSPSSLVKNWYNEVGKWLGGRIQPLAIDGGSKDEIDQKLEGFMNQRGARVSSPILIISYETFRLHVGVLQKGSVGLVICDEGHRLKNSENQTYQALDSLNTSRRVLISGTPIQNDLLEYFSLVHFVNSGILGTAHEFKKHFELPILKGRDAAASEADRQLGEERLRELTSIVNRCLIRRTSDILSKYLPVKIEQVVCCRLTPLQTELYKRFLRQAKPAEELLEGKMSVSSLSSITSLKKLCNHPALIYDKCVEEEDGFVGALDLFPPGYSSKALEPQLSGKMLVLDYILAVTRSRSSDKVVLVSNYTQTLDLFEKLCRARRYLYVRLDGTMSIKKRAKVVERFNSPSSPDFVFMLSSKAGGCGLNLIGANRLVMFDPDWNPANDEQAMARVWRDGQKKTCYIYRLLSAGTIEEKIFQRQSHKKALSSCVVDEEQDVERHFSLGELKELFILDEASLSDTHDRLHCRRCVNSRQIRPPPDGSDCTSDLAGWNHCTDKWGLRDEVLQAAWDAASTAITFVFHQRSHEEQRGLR
S100A4 inh HTS = S100A4-myosin IIA interaction inhibition; P26447; S100A4/TAMRA-MyoIIA peptide fluorescence polarization; inhibition, % at 10.7 µM; 360,000 compounds, 0.14% hits;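 active = mean inhibition of at least 70% across replicates, with every replicate also reaching that level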
Target sequence (P26447 whole entry, looked up): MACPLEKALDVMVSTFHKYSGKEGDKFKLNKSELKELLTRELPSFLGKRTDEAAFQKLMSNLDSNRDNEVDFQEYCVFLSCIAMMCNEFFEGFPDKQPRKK
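incubation = readout 5 min after mixing, signal stable up to 60 min | system = S100A4 monomer protein | buffer or medium = HEPES pH 7.2 with CaCl2, KCl, NaCl, DTT, Triton | benchmarks = neutral control DMSO, positive control TFP | also added = fluorescent myosin IIA peptide, 5 nM | compound dosing = one concentration per compound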
E-selectin induc = E-selectin induction on HUVECs; 260,000 compounds, 0.37% hits; HUVEC E-selectin immunofluorescence imaging; normalized: neutral wells 0, TNF-alpha wells 100; P16581; activation, % at 7.58 µM;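 active = mean E-selectin-positive cell signal at least 10% of the positive control, reached in at least 60% of replicates, without over 20% cell loss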;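 also: in these data hits start at about 27%; measured in HUVEC primary endothelial cells; signal is the percent of cells scored E-selectin positive by PE staining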
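Assay system: HUVEC primary endothelial cells. Input: 3,000 HUVEC seeded per well. Doses: one compound dose added by pin transfer. Read-out basis: % PE-positive cells. Benchmarks: TNF-alpha high, DMSO low. Detection: immunofluorescence imaging. Buffer or medium: EGM-2, gelatin.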
EWS-Fli inh = EWS/Fli transcriptional activity inhibition. AID 651661. inhibition, % at 12.6 µM. 350,000 compounds, 0.67% hits. A673 NR0B1-luciferase reporter, viability-normalised;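 active = mean inhibition of at least 50% after viability correction, with every replicate also passing that limit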;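 also: firefly luciferase signal divided by Alamar Blue viability fluorescence both relative to DMSO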
RAD52 anneal inh = inhibitors of human RAD52 DNA annealing; P43351; recombinant RAD52 DNA annealing, FRET fluorescence; inhibition, % at 18.7 µM; 360,000 compounds, 0.46% hits; AID 651710;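 active = every replicate showing at least 50% inhibition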
Xi reactivation = X-chromosome reactivation activator; XiGFP mouse fibroblasts, % GFP-positive cells imaging, 3 d; cells co-treated with 5-aza-dC sensitizer; scaled so ellipticine positive control = 100%; activation, % at 7.58 µM; 360,000 compounds, 0.055% hits;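 active = mean normalized replicate activation at least 10% and every replicate at or above 10%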;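 also: 0% = median of on-plate neutral control wells and 100% = ellipticine 6 µM median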
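Material: XiGFP fibroblasts, SV40-immortalized; Buffer or medium: DMEM containing 5-aza-dC; Compound dosing: single point; Times: 3 days compound exposure.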
FN deposit inh = fibronectin deposition inhibition. inhibition, % at 12.6 µM. 350,000 compounds, 0.086% hits. AID 743247. AH1F fibroblasts, Alexa488-fibronectin deposition fluorescence, overnight;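 active = mean inhibition across replicates of 30% or more, regardless of how many single replicates reach that level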;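 also: positive control wells lacked labelled fibronectin entirely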
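Assay system: AH1F fibroblast monolayer, labelled fibronectin deposition. Amount: 10000 cells per well. Also added: labelled fibronectin 24 nM. Compound: single-point pinned compound. Incubation: cell attachment 1 h, compound and FN exposure overnight. Detection: fluorescence after three HBSS washes, excitation 485 nm, emission 525 nm. Read-out: inhibition of fibronectin deposition signal.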
An asterisk follows results filed as active; . = no result given. Not a hit list; about 3% have a hit in one of these screens.

Start of the listing, in advance (3 entries):
SMILES | esBAF inh | RAD54 branch | S100A4 inh HTS | E-selectin induc | EWS-Fli inh | RAD52 anneal inh | Xi reactivation | FN deposit inh
Cc1ccc(S(=O)(=O)Nc2ccc3c(c2)C(=O)N([C@H](C)CO)C[C@H](C)[C@@H](CN(C)C(=O)CCC(F)(F)F)OCCCC[C@H](C)O3)cc1 | -4 | 1 | -9 | . | -10 | 19 | 0.3 | -7
Cc1[nH][nH]c(=O)c1C(c1cc(Br)ccc1O)c1c(C)[nH][nH]c1=O | 8 | 5 | -13 | 0.1 | 3 | -2 | 0.1 | 4
CO[C@H]1CN(C)C(=O)c2cc(NC(=O)c3cnccn3)ccc2OC[C@@H](C)N(C(=O)C2CC2)C[C@@H]1C | -6 | 3 | -3 | 1.8 | -1 | -25 | 0.0 | -4

This part in full, repeating the preview:
SMILES | esBAF inh | RAD54 branch | S100A4 inh HTS | E-selectin induc | EWS-Fli inh | RAD52 anneal inh | Xi reactivation | FN deposit inh
Cc1ccc(S(=O)(=O)Nc2ccc3c(c2)C(=O)N([C@H](C)CO)C[C@H](C)[C@@H](CN(C)C(=O)CCC(F)(F)F)OCCCC[C@H](C)O3)cc1 | -4 | 1 | -9 | . | -10 | 19 | 0.3 | -7
Cc1[nH][nH]c(=O)c1C(c1cc(Br)ccc1O)c1c(C)[nH][nH]c1=O | 8 | 5 | -13 | 0.1 | 3 | -2 | 0.1 | 4
CO[C@H]1CN(C)C(=O)c2cc(NC(=O)c3cnccn3)ccc2OC[C@@H](C)N(C(=O)C2CC2)C[C@@H]1C | -6 | 3 | -3 | 1.8 | -1 | -25 | 0.0 | -4
CC(C)n1c(C(F)(F)F)nc2cc(C(=O)N3CCOCC3)ccc21 | -2 | 3 | -4 | -0.1 | -4 | 8 | 0.2 | 4
O=C(Nc1cc(C(F)(F)F)ccc1Cl)c1ccncc1 | . | . | -4 | 3.1 | -1 | -15 | 0.3 | 4
CCCNC(=O)C1(C)CCN(C(=O)c2ccccc2F)C1 (stereo not given) | 1 | -15 | 2 | -0.1 | -3 | -4 | 0.0 | .
O=C(CNC(=O)c1ccc(=O)[nH]c1)Nc1ccc(F)c(F)c1 | -1 | -7 | 1 | . | -4 | -8 | 0.1 | -2
COC(=O)c1cccc(N(CC(=O)NC2CCCC2)C(=O)CCC(=O)Nc2cc(C)on2)c1 | 1 | -7 | 2 | -9.8 | -16 | -8 | 0.4 | 1
C[C@@H]1CN([C@H](C)CO)C(=O)Cc2cc(NS(=O)(=O)c3cccs3)ccc2O[C@@H]1CN(C)Cc1ccc2c(c1)OCO2 | -2 | -2 | 8 | -1.6 | -7 | -8 | 0.2 | .
O=C(Cn1cc2c(n1)CCCCC2)NCCCN1CCOCC1 | -6 | -3 | -7 | . | 1 | -11 | 0.3 | 1
CCOc1ccccc1CN1CCN(CC2CC2)CC1CCO (stereo not given) | 3 | -2 | -18 | 0.0 | 1 | -21 | 0.3 | 0
COC(=O)c1ccc(COC(=O)c2nn(C)c(=O)c3ccccc23)cc1 | -2 | -3 | 1 | . | -7 | 3 | -0.1 | .
Cc1ccc(NC(=O)C2CCN(S(=O)(=O)c3c(C)nn(C)c3C)CC2)c(Cl)c1 | . | . | -8 | . | -1 | -11 | 0.0 | 8
Cc1occc1C(=O)N1CCN(S(=O)(=O)c2ccccc2)CC1 | . | -8 | 2 | . | 3 | -20 | 0.0 | 8
Cc1oc2cc(OCC(=O)O)ccc2c(=O)c1Oc1ccccc1 | 3 | -4 | 6 | . | -8 | -8 | . | .
C[C@H]1CN([C@@H](C)CO)C(=O)c2cccc(NC(=O)NC3CCCCC3)c2O[C@H]1CN(C)Cc1ccc(C(=O)O)cc1 | -4 | 2 | 30 | . | 9 | 3 | 0.1 | .
CNc1ccc(C(=O)c2ccccc2C(=O)O)cc1[N+](=O)[O-] | . | . | -3 | . | 7 | -12 | 0.0 | .
O=C(Nc1cnn(C23CC4CC(CC(C4)C2)C3)c1)c1cnn2c(C(F)(F)F)cc(-c3ccco3)nc12 | -6 | 5 | -2 | . | 7 | -9 | . | .
Nc1nc(N)nc(C2C=CCCC2)n1 (stereo not given) | 1 | -3 | -4 | 2.7 | 5 | -11 | -0.2 | 8
Cc1ccc(S(=O)(=O)N(C)CC(=O)N(C)CCOc2ccccc2)cc1 | 14 | -7 | -3 | -1.4 | 1 | -126 | -0.1 | .
COc1ccc2c(c1)OC[C@H]1[C@H]2N2C(=O)c3cc(OC)c(OC)cc3NC(=O)[C@@]2(C)[C@H]1c1ccccc1 | 0 | 5 | -5 | -0.1 | -8 | -65 | 0.5 | 10
COc1ccc(NC(=O)C23CCC(C)(C(=O)O2)C3(C)C)cc1 (stereo not given) | -8 | 22 | -2 | . | . | -6 | . | -7
Cc1ccc(NC(=O)CSc2nc3[nH]c(=O)cc(O)c3s2)c(Br)c1 | 1 | 7 | -8 | . | -4 | -34 | 0.2 | -14
CCn1cc(Cl)c(C(=O)Nc2nccs2)n1 | 34 | -2 | 0 | -0.1 | . | -11 | 0.3 | 7
C[C@H]1CN([C@@H](C)CO)C(=O)Cc2cc(NC(=O)C3CCCCC3)ccc2O[C@@H]1CN(C)C(=O)Nc1ccccc1 | 0 | -3 | -15 | -0.2 | -2 | -3 | 0.2 | .
COc1ccc(S(=O)(=O)Nc2ccc3c(c2)C(=O)N([C@@H](C)CO)C[C@H](C)[C@H](CN(C)S(=O)(=O)c2cccs2)OCCCC[C@H](C)O3)cc1 | 4 | 14 | -23 | . | 16 | 22 | 0.0 | 8
N#C[C@H]1[C@H](c2ccc(-c3cccc(F)c3)cc2)[C@H](CO)N1S(=O)(=O)c1cccc(F)c1 | 1 | 1 | -8 | 2.2 | 23 | -71 | -0.1 | 14
CN(C)c1ccc(/C=C(/C#N)C(=O)Nc2nc3c(s2)CCN(Cc2ccccc2)C3)cc1 | 28 | -24 | 14 | 0.3 | -17 | -128 | 0.1 | -42
CC(C)(C)OC(=O)N1CCN(c2ccc(NC(=O)c3ccco3)cc2)CC1 | 16 | -4 | -2 | . | -10 | -14 | 0.1 | -3
CCC(=O)N1[C@@H]2c3cccc(=O)n3C[C@@H]2[C@@H](CO)[C@@H]1C(=O)NC1CCCCC1 | 2 | 9 | 8 | -0.6 | 8 | 8 | -0.1 | .

3 compounds from above, ordered by the number in RAD52 anneal inh, lowest first.
mol,esBAF inh,S100A4 inh HTS,RAD52 anneal inh
Cc1ccc(S(=O)(=O)N(C)CC(=O)N(C)CCOc2ccccc2)cc1,14,-3,-126
Nc1nc(N)nc(C2C=CCCC2)n1 (stereo not given),1,-4,-11
C[C@H]1CN([C@@H](C)CO)C(=O)Cc2cc(NC(=O)C3CCCCC3)ccc2O[C@@H]1CN(C)C(=O)Nc1ccccc1,0,-15,-3

(continued)
SMILES | esBAF inh | RAD54 branch | S100A4 inh HTS | E-selectin induc | EWS-Fli inh | RAD52 anneal inh | Xi reactivation | FN deposit inh
COc1ccc(S(=O)(=O)N2CC[C@@H]3[C@H]2c2cc(-c4cccc(C#N)c4)ccc2N[C@@H]3CO)cc1 | 7 | -10 | -26 | -0.9 | 4 | -49 | 0.0 | 29
CC(C)C#Cc1ccc2c(c1)O[C@@H](CN(C)C(=O)Nc1ccccc1)[C@@H](C)CN([C@H](C)CO)S2(=O)=O | 14 | -3 | 40 | . | 5 | 8 | 0.4 | .
O=C(c1ccccc1F)N1CC(=O)N2[C@H](C1)[C@@H](c1ccc(-c3ccccc3)cc1)[C@@H]2CO | . | . | 19 | 0.1 | 3 | -4 | 0.5 | .
Cc1noc(C)c1S(=O)(=O)Nc1ccc2c(c1)C(=O)N([C@H](C)CO)C[C@@H](C)[C@H](CN(C)Cc1ccccc1)OCCCC[C@H](C)O2 | -11 | 9 | -2 | -0.1 | 4 | 8 | 0.1 | 4
COc1ccc(N(CC(=O)N2CCCCCC2)S(=O)(=O)c2ccccc2[N+](=O)[O-])c(OC)c1 | -5 | 0 | 51 | -0.2 | -11 | -9 | 0.2 | -1
FC(F)(F)c1cccc(-c2nn[nH]n2)c1 | . | . | -7 | -0.2 | -3 | 0 | 0.0 | 3
O=C(COC(=O)Cc1ccc(Br)cc1)Nc1ccc(N2CCOCC2)cc1 | -2 | -7 | -3 | 0.1 | -8 | -12 | 0.0 | 1
Cc1ccc(C(=O)NCCCN2CCOCC2)c(Cl)c1 | 2 | 12 | 0 | 0.1 | -47 | -22 | 0.3 | -1
O=C(Nc1ccnn1C1CCN(CC(O)CO)CC1)C1CCCC1 (stereo not given) | 6 | -3 | -8 | 0.4 | -1 | -4 | 0.1 | .
CCOC(=O)N1CCN(C(=O)c2ccc3c(c2)N(Cc2cccc(Cl)c2)C(=O)c2ccccc2S3=O)CC1 (stereo not given) | 3 | -4 | -2 | . | 21 | -5 | 0.0 | 10
CCCCn1nc(C(=O)Nc2ccc3c(c2)OCCO3)c2ccccc2c1=O | 13 | -16 | 4 | . | -10 | -9 | 0.3 | -1
O=C(C[C@H]1CC[C@@H](NS(=O)(=O)c2ccccc2)[C@H](CO)O1)N1CCN(c2ccccc2)CC1 | . | . | 2 | 0.3 | -5 | 3 | -0.4 | .
COc1cccc(/C=N/NC(=O)c2ccc(CN3c4cccc5cccc(c45)S3(=O)=O)cc2)c1 | . | -5 | 0 | . | -5 | -12 | 0.0 | 0
C[C@@H]1CN([C@@H](C)CO)C(=O)c2cc(C#CC3CC3)cnc2O[C@@H]1CN(C)C(=O)Nc1ccc(F)cc1 | -1 | 5 | 3 | 0.2 | -6 | 16 | -0.9 | .
Cc1oc2cc3oc(=O)c(CCC(=O)NCCC(=O)O)c(C)c3cc2c1C | -7 | 1 | -7 | 0.0 | 0 | -21 | 0.0 | -1
CC1=C(C(=O)Nc2ccc(C(=O)N3CCN(c4cccc(Cl)c4)CC3)cc2)SCCO1 | -1 | -7 | 0 | . | -4 | -28 | 0.0 | -7
CCCCNC(=O)C1CC(=O)N(CCc2ccccc2)C1 (stereo not given) | -12 | . | 2 | -0.2 | -7 | -10 | -0.1 | 2
CCC(C)Sc1cccc(-c2nc3ccccn3c2NCc2ccccc2)c1 (stereo not given) | 6 | -4 | -6 | -0.3 | -53 | -15 | 0.2 | 6
COc1ccc(/C=N/NC(=O)c2ccn[nH]2)cc1Cn1cc([N+](=O)[O-])cn1 | 14 | -1 | 0 | . | 3 | -10 | 0.3 | 5
CCCS(=O)(=O)NCCc1cc2ccc(OC)cc2[nH]c1=O | 13 | 0 | 1 | 0.1 | -17 | -5 | -0.1 | 1
C[n+]1ccc(C(=O)Nc2ccccc2Cl)cc1 | 1 | -11 | 31 | . | 4 | -7 | 0.2 | 2
CCN(C(=O)COC(=O)/C=C/c1nc2ccccc2s1)c1c(N)n(Cc2ccccc2)c(=O)[nH]c1=O | 18 | -7 | -1 | -1.9 | -6 | -25 | 0.4 | 4
COc1ccccc1CC(=O)Nc1cc(S(=O)(=O)N2CCOCC2)ccc1N1CCOCC1 | -3 | 3 | 0 | 0.3 | 2 | -18 | 0.1 | 3
O=C(Nc1ccccc1)Nc1c(F)cccc1F | . | . | -3 | . | -28 | -12 | 0.1 | 5
COc1ccc(Nc2nnc(SCC(=O)NC3CC3)s2)cc1 | 15 | 10 | 3 | -0.7 | -8 | -7 | 0.0 | -2
CC(NC(=O)Nc1ccc(Cl)cc1)C1CCCO1 (stereo not given) | . | . | -3 | . | -22 | 3 | 0.0 | -10
Cc1ccc(S(=O)(=O)CCSC(=N)N)cc1 | -12 | -4 | 7 | . | 11 | -14 | 0.0 | 7

Screens as filed in PubChem BioAssay.
